miR-122 sensor: miR-122 inhibition in Huh7 cells; Huh7 miR-122 Renilla luciferase sensor, 48 h; neutral wells = 0, positive control = 100; activation (reporter increase), % at 12.5 µM; actives 0.3% (n = 340,000); AID 602342;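 active = mean replicate activation score at least 90 and every replicate individually at or above 90; inconclusive = only one of the two criteria met; inactive = neither criterion met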;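 note: higher luciferase means less miR-122 activity so hits act as miR-122 inhibitors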
CFTR F508del cor: CFTR F508del correction in bronchial cells | AID 720511 | activity (quench increase), % at 7.58 µM | actives 0.36% (n = 350,000) | CFBE cells, YFP halide quenching; stimulated with forskolin plus potentiator P3; % fluorescence drop versus neutral controls;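 active = mean added fluorescence quench of at least 8% versus neutral control, with both replicates also reaching 8%; inconclusive = only one of the mean or replicate conditions met; inactive = mean below 8% and not both replicates reaching 8%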;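 note: cells transiently co-express mutant CFTR-F508del with the halide-sensitive YFP; corrector assay measuring rescue of mutant channel to the surface after 24 h compound exposure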
EWS-Fli block: inhibitors of EWS/Fli oncoprotein transcriptional activity. actives 0.67% (n = 350,000). inhibition, % at 12.6 µM. A673 NR0B1-luciferase reporter, viability-normalised. AID 651661;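 active = mean inhibition of at least 50% after viability correction, with every replicate also passing that limit; inconclusive = mean reaches 50% but only one of two replicates passes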;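 note: firefly luciferase signal divided by Alamar Blue viability fluorescence both relative to DMSO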
FN deposit inh: fibronectin deposition inhibition. AH1F fibroblasts, Alexa488-fibronectin deposition fluorescence, overnight. inhibition, % at 12.6 µM. actives 0.086% (n = 350,000);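 active = mean inhibition across replicates of 30% or more, regardless of how many single replicates reach that level; inconclusive = mean under 30% yet at least half of replicates reach 30%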;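 note: positive control wells lacked labelled fibronectin entirely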
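Test system: AH1F fibroblast monolayer depositing Alexa488-labelled fibronectin into matrix. Input: 10000 cells per well. Technique: fluorescence, ex 485 nm, em 525 nm. Buffer or medium: DMEM plus 2% serum, read in PBS. Timing: 1 h cell adhesion before compound, then overnight fibronectin incubation. Compound: single dose, pinned. Read-out basis: inhibition from reduced deposited-fibronectin fluorescence.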
DENV2 CPE rescue: protects cells from dengue virus 2 cytopathic effect. DENV2-infected cells, cytopathic effect rescue, plate reader. CPE inhibition, % at 9.99 µM. actives 1.7% (n = 350,000); in the data active = CPE inhibition above about 20%, passing the limit was not always enough; inconclusive = no clear call, values can overlap the other calls; tested in BHK-21 cells;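 note: 0% = median of neutral control wells and 100% = median of positive control wells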
INS-1E GSIS act: GLuc luminescence reporter in INS-1E cells, primary screen for activators of glucose-dependent secretion of insulin. INS-1E GLuc reporter insulin secretion, 2-3 h. activation, % at 16.6 µM. actives 0.61% (n = 370,000). AID 743287;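 active = lowest replicate activation of at least 40%, so every replicate reaches that level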;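 note: 0% = median of neutral control wells and 100% = median of IBMX positive control wells; some compounds called inactive have numbers as strong as hits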
PAX8 inh HTS: lowers PAX8-driven luciferase in RMG-I cells; RMG-I TPO-luciferase reporter, SteadyGlo, 24 h; inhibition, % at 12.6 µM; actives 1.2% (n = 360,000); AID 652154;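 active = mean replicate inhibition at least 60% with every replicate also reaching 60%; inconclusive = only one of the two criteria is met; inactive = mean below 60% and not all replicates reaching 60%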;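 note: luciferase light reporting Pax8 driven TPO promoter activity; plate controls were median of neutral control wells for no effect and mitoxantrone controls for full effect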
An asterisk follows results filed as active; ? = inconclusive; · = not tested or not shown; & = joins results of further samples; [ ] = remark or other dose. Compounds as they come; 3.9% or so of the library scored in one or more.

SMILES	miR-122 sensor	CFTR F508del cor	EWS-Fli block	FN deposit inh	DENV2 CPE rescue	INS-1E GSIS act	PAX8 inh HTS
Cc1cnc(NC(=O)CC(C)c2ccccc2)s1 (configuration not stated)	25	0.7	25	9	-8	5	-34
O=C(Nc1ccc(F)cc1)Nc1ccc(NC(=O)c2ccccc2O)cc1	0	-0.2	-7	3	-2	·	-3
COc1ccc2c3c(n(C)c2c1)[C@@H](CO)N(C(=O)Nc1ccc(F)cc1)CC31CN(S(=O)(=O)c2cccs2)C1	·	5.2	12	·	46*	-8	·
Cc1noc(C)c1S(=O)(=O)Nc1ccc2c(c1)C(=O)N([C@@H](C)CO)C[C@@H](C)[C@H](CN(C)C)OCCCC[C@@H](C)O2	4[16.7 µM]	2.7	-2	-4	-3	12	24
CN1CCN(C(=O)CCn2c(=S)[nH]c3ccccc3c2=O)CC1	-5	1.4	-3	20	-4	31	0
Cc1ccccc1N/C(=N/S(=O)(=O)c1cc(F)ccc1F)c1ccccc1	·	1.3	·	-2	-2	3	-8
CC1(OCON)CCCc2ccccc21 (configuration not stated)	-3	-0.9	0	-1	4	6	5
CNC[C@@H]1Oc2cc(C#CCN(C)C)ccc2S(=O)(=O)N([C@H](C)CO)C[C@H]1C	-9[16.7 µM]	-1.2	1	-2	0	7	·
O=C(NC1CC1)C1=C[C@H](c2ccc(C(F)(F)F)cc2)C[C@H](OCc2ccc(CO)cc2)O1	0	-0.4	-17	6	-13	-3	6
CN(C)c1nc(Cl)nc(N(C#N)CCOc2ccccc2)n1	-4	1.1	10	16	6	0	-20
O=C(CSc1nnc(C2CC2)n1-c1ccccc1)N1CCNC1=O	-4	2.6	-12	-4	-6	14	-7
Cc1c(NC(=S)N2CCN(c3ccc(F)cc3)CC2)c(=O)n(-c2ccccc2)n1C	-6	-0.8	1	-10	-5	-12	17
Cc1c(C)c(C)c(S(=O)(=O)NCCc2ccncc2)c(C)c1C	-9	-2.3	7	0	-1	2	10
Nc1nc2ccc([N+](=O)[O-])cc2[nH]1	·	-1.4	1	0	-2	-2	2
Cc1cc(C(=O)N2CC=C(c3ccccc3)CC2)c2ccccc2n1	38	9.9*	72*	4	-8	4	46
O=C(CSCCO)Nc1ccc([N+](=O)[O-])cc1	0	1.0	5	-2	-1	0	11
NC1=NCC(O)=C1c1nc2ccccc2[nH]1	-3	-0.5	-4	-3	·	-2	-2
COC(=O)NC(NS(=O)(=O)c1ccccc1)(C(=O)OC)C(F)(F)F (configuration not stated)	·	1.6	6	5	2	·	0
COc1ccc(CCNC(=O)c2cc(-c3ccccn3)nc3ccccc23)cc1	·	2.3	0	3	-10	-1	22
C[C@@H]1CCCCO[C@H](CN(C)Cc2ccncc2)[C@H](C)CN([C@@H](C)CO)C(=O)c2cc(NS(=O)(=O)c3cn(C)cn3)ccc2O1	6[16.7 µM]	1.4	2	·	7	-9	-9
CC(C)(C)SCCNC(=O)Nc1ccccc1	·	·	-14	5	7	5	-77
CCOc1ccc(S(=O)(=O)N(C)CC(=O)NC2CC2)cc1	1	-0.6	-2	1	-7	25	·
CC(C)(O)CC[C@@H](O)[C@](C)(O)C1CC[C@@]2(O)C3=CC(=O)[C@]4(O)C[C@@H](O)[C@@H](O)C[C@]4(C)C3CC[C@]12C (some centres not stated)	2	-0.3	1	9	·	7	2
O=C(C/C=N\OCc1ccc([N+](=O)[O-])cc1)Nc1ccccc1	-4	-0.8	-7	-6	-4	-21	-5
CO[C@@H](CCO)[C@@H](O)c1ccc(O)c(F)c1	·	1.2	-4	·	8	·	-3

Part of the list above, reduced to DENV2 CPE rescue.
| SMILES | DENV2 CPE rescue |
| --- | --- |
| Cc1ccccc1N/C(=N/S(=O)(=O)c1cc(F)ccc1F)c1ccccc1 | -2 |
| CC1(OCON)CCCc2ccccc21 (configuration not stated) | 4 |
| CNC[C@@H]1Oc2cc(C#CCN(C)C)ccc2S(=O)(=O)N([C@H](C)CO)C[C@H]1C | 0 |

Next results follow:
SMILES	miR-122 sensor	CFTR F508del cor	EWS-Fli block	FN deposit inh	DENV2 CPE rescue	INS-1E GSIS act	PAX8 inh HTS
O=C(Nc1ccccc1N1CCOCC1)c1cnccn1	-3	·	·	-2	·	·	-6
CC(C)(C)c1nc(SCC(=O)NNC(=O)c2ccccc2)c2ccccc2n1	·	1.7	12	-2	-6	-8	18
O=C(CSc1ncnc2sc(-c3ccccc3)cc12)NC1CCS(=O)(=O)C1 (configuration not stated)	·	0.8	0	-5	7	2	12
CCOC(=O)Cc1csc(NC(=O)c2cc(C)on2)n1	-2	-0.5	·	·	1	26	-5
O=C(NNS(=O)(=O)c1ccc(Br)cc1)c1cccs1	·	-1.8	-3	-6	-1	14	3
CCC(=O)c1ccc(O)c(OC)c1	-6	2.6	2	·	-6	2	·
CCN(CC(=O)NCc1ccc(Cl)cc1)C(=O)CSCC(=O)Nc1ccc(C)cc1	·	-1.5	5	2	-5	-23	11
CO[C@H]1CN(C)C(=O)c2cc(NC(=O)C3CCCC3)ccc2OC[C@@H](C)NC[C@H]1C	0[16.7 µM]	-0.7&1.6	-10&4	10&-5&4	?	9&-5&17	9&-32
C[C@H](CO)N1C[C@H](C)[C@@H](CN(C)S(=O)(=O)c2ccccc2)OCc2cnnn2CCCC1=O	0	2.6&-0.7&-4.9	2&6&4	0&4	?	3&25	9&4
O=C(Cc1ccncc1)NCC[C@H]1CC[C@H](NC(=O)Nc2ccc(Cl)cc2)[C@@H](CO)O1	·	2.4	-3	·	2	-6	-6
C[C@@H]1CN([C@H](C)CO)C(=O)c2cc(C#Cc3ccccn3)cnc2O[C@@H]1CN(C)C(=O)CCN1CCCCC1	-10[16.7 µM]	-0.3	-8	·	-6	35	·
O=C(CC1CC1)N[C@@H]1CC[C@H](CCNS(=O)(=O)c2ccc(Cl)cc2)O[C@H]1CO	·	-0.7	6	-13	0	-3	-11
Cc1ccc(NS(=O)(=O)N2CCOCC2)c(C)c1	-12	1.1	·	6	?	-6	-8
NC(=O)c1cc2ccccc2o/c1=N/NC(=O)c1cccc(F)c1	-7	-0.9	-19	-3	?	·	11
O=C1SCCN1N=Cc1ccc([N+](=O)[O-])o1	-3	-4.4	8	2	-6	1	-1
CCc1nc2ccc(C(=O)Nc3cc(-c4ccccc4)ccc3OC)cn2c1N(CC)Cc1cccc(Br)c1	0	-0.8	-8	-5	-4	0	-12
CO[C@H](CN(C)Cc1cc(F)ccc1F)[C@H](C)CN([C@H](C)CO)S(=O)(=O)c1ccc(Cl)cc1	·	-1.6	0	-8	8	-8	·
Cc1ccc(C)c(S(=O)(=O)N2CCCC2CNC(=O)C(=O)NCCN2CCOCC2)c1 (configuration not stated)	0	-1.2	-3	-6	5	17	-13
COc1ccc(N(CC(=O)NCCC2=CCCCC2)S(=O)(=O)c2ccc(C)cc2)cc1OC	·	0.2	15	-13	3	-6	14
CCOc1cc(/C=C2\SC(=N)N(c3nonc3N)C2=O)ccc1OCCN1CCOCC1	·	5.5	14	9	-2	-6	2
Cc1ccc(S(=O)(=O)N2CCC(C(=O)Nc3ccc(C(C)C)cc3)CC2)cc1	·	-0.6	7	-4	-6	-55	14
Cn1ncc([N+](=O)[O-])c1C(=O)NCc1ccccc1	·	-0.3	12	5	-1	-1	-9
C=CCOC(=O)COc1ccc2c(C)c(C)c(=O)oc2c1C	3	·	·	3	·	·	5
O=C(C[C@H]1C=C[C@@H](NC(=O)CN2CCOCC2)[C@H](CO)O1)NCc1cccc(F)c1	17[16.7 µM]	0.8	0	-2	-1	0	12
CCOC(=O)c1ccc(NC(=O)CNC(=O)C2CCCCC2)cc1	7	-2.2	7	·	1	-5	·
More entries:
SMILES	miR-122 sensor	CFTR F508del cor	EWS-Fli block	FN deposit inh	DENV2 CPE rescue	INS-1E GSIS act	PAX8 inh HTS
COc1ccc(N(CC(=O)NCc2ccccc2)C(=O)CCC(=O)Nc2cc(C)ccn2)c(OC)c1	2	4.2	-12	1	-3	1	21
COc1ccc2[nH]c(=O)c(COC(=O)c3cccs3)cc2c1	5	·	·	-1	·	8	·
CCN(CC)S(=O)(=O)c1csc(C(=O)Nc2ccccn2)c1	12	·	·	0	·	·	-69
COc1ccc(CC(O)COS(N)(=O)=O)cc1 (configuration not stated)	·	4.6	-4	1	11	18	9
Cc1ccc(F)c(C2C3C=CCC(c4cccc(-c5ccc(N(C)C)cc5)c4)C3C(=O)N2Cc2ccccc2)c1 (configuration not stated)	20	1.1	2	-4	-15	·	-45
COC(=O)Cc1c(C)c2ccc(OCC(=O)N3CCCC(C)C3)c(C)c2oc1=O (configuration not stated)	·	-0.4	11	-3	-2	-23	13
CN(CC(=O)Nc1ccccc1Br)C(=O)CNC(=O)c1ccco1	·	0.8	3	7	-5	12	0
COCCNC(=O)/C(C#N)=C\c1ccc(CNS(=O)(=O)c2ccccc2)o1	-3	-0.8	-2	-1	-1	6	17
CCSc1nc2c([nH]c3ccccc32)c(=O)n1C	-3	0.4	9	1	-4	9	34
COc1ccc(NC(=O)N[C@@H]2CC[C@H](CC(=O)NC3CCCCC3)O[C@@H]2CO)cc1	·	1.5	-2	1	2	-13	-5
Cc1n[nH]c(=S)n1-c1ccccc1	·	-3.3	11	-1	7	·	6
Cc1cc(-c2nn(C)c(=O)c3ccccc23)cc(C)c1O	8	1.2	2	7	1	-1	1
CCC(=O)c1ccc(OCC(=O)Nc2ccc3nc(C)sc3c2)cc1	-10	0.0	-14	-5	0	5	-11
CC(C)Nc1ncnc2c1ncn2[C@H]1CN(Cc2cccs2)C[C@@H](CO)O1	2	-1.6	-10	4	18	26	-11
CC(C)C#Cc1ccc2c(c1)O[C@H](CN(C)S(=O)(=O)c1cn(C)cn1)[C@@H](C)CN([C@@H](C)CO)S2(=O)=O	33[16.7 µM]	1.2	1	-6	-2	9	-3
COC(=O)c1ccc(CNC(=O)[C@@H]2CCCN2S(=O)(=O)c2ccccc2F)cc1	19	0.1	3	1	-6	6	-5
CC(=O)Nc1ccc(NC(=O)Nc2cccc(Cl)c2)cc1	-5	-3.1	-70	14	2	0	-84
Cc1ccc(C)c(NC(=O)c2cnc3n(c2=O)CCS3)c1	·	4.8	-58	·	6	5	-38
COc1ccc(C)cc1NC(=O)CCN1CCN(c2ccccc2F)CC1	·	2.8	4	1	6	-10	22
COC(=O)C1=C(C)Nc2[nH]c(=S)[nH]c(=O)c2C1c1ccc(O)cc1 (configuration not stated)	2	-1.2	15	3	-5	19	-17
O=C(CN1C(=O)NC2(CCc3ccccc32)C1=O)NCc1ccc(Cl)cc1 (configuration not stated)	·	-1.4	11	-8	?	-36	8
CN(C)c1ccc(Nc2c3c4c(cccc4n(C)c2=O)C(=O)c2ccccc2-3)cc1	15	·	·	-6	·	4	13
CO[C@@H]1CN(C)C(=O)c2cc(NC(=O)Nc3ccccc3F)ccc2OC[C@@H](C)N(Cc2ccccc2C(=O)O)C[C@@H]1C	·	-0.2	1	10	12	11	-3
C[C@@H]1CN([C@@H](C)CO)C(=O)c2cccc(N(C)C)c2O[C@H]1CN(C)C(=O)Nc1ccc(F)cc1	2[16.7 µM]	-1.3	5	0	5	-2	-7
Cc1cc(N2CCCC2)ccc1NC(=O)COc1cccc(C(F)(F)F)c1	·	0.8	12	·	20	23	17
O=C(NCC[C@H]1CC[C@@H](NS(=O)(=O)c2ccccc2F)[C@H](CO)O1)c1ccc(F)cc1	7[16.7 µM]	3.5	7	-9	-1	-7	0

Screening results: PubChem BioAssay, Broad Institute
